Bioassay records (PubChem BioAssay)
EP2 antag – human EP2 receptor antagonists, primary screen, TR-FRET cAMP, C6 glioma cells. Prostaglandin E2 receptor EP2 subtype (Homo sapiens), P43116. C6 glioma cells expressing human EP2; cells stimulated with saturating PGE2. inhibition, % at 25 µM. 260,000 compounds, 0.52% hits. AID 1422, 2008;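 active = percent inhibition above 40 after rounding to a whole number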;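 note: rat C6 glioma host cells with rolipram phosphodiesterase inhibitor present; the protocol text gives 20 µM as final concentration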
Target sequence (P43116 whole entry, looked up): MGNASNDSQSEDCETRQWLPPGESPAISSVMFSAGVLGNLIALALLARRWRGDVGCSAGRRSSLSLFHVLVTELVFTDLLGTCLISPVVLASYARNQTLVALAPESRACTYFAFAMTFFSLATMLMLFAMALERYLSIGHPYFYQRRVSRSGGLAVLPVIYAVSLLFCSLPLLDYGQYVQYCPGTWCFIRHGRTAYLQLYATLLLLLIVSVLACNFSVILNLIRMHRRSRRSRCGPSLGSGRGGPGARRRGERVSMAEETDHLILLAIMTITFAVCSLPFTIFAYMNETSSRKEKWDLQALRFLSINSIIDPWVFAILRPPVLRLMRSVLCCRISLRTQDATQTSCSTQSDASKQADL
Tb hexokinase – Trypanosoma brucei hexokinase 1 inhibitors, primary screen, biochemical, G6PDH-coupled NADH absorbance, MLSCN library. recombinant TbHK1, G6PDH-coupled NADH A340. inhibition, % at 10 µM. 220,000 compounds, 0.11% hits;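 active = inhibition of 50% or more in the single-dose primary screen; inactive = inhibition below 50%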
Furin inh – human furin inhibitors, primary screen, biochemical, fluorescence intensity; P09958; purified furin, fluorogenic substrate cleavage; inhibition, % at 30 µM; 220,000 compounds, 0.061% hits; AID 463115, 2010; in the data active = inhibition above about 25%; note: inactives centre near -15
PPC-1+TRAIL kill – compounds killing PPC-1 cancer cells with TRAIL present, primary screen, TRAIL potentiator project, ATPLite luminescence, uHTS | PPC-1 cells + TRAIL, ATPLite viability luminescence | cell killing (% activity), % at 4 µM | 220,000 compounds, 0.41% hits | AID 1443, 2008;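 active = cell killing above 50% in the first pass at 4 µM, then a duplicate retest at 5 µM averaging 50% or more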;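 note: plate controls were cells with TRAIL plus DMSO for no effect and medium-only wells lacking cells for full effect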
Ba/F3 V617F tox – reduced viability of JAK2V617F-dependent Ba/F3 cells, primary screen, JAK2V617F inhibitor project, cell-based, Ba/F3 EpoR-JAK2V617F, luminescence. ATP luminescence. inhibition, % at 5.6 µM. 220,000 compounds, 1.1% hits. AID 1446, 2008;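 active = inhibition above the campaign mean plus 3 SD over all tested compounds, cut at about 24% in these data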;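 note: cytokine-independent growth of Ba/F3 cells driven by EpoR plus mutant JAK2; 0% = DMSO-treated cells and 100% = JAK inhibitor I control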
RBBP9 inh – human RBBP9 inhibitors, primary screen, biochemical, fluorescence polarization, FP-Rh probe, HTS | inhibition, % at 7.94 µM | recombinant RBBP9 | 220,000 compounds, 0.2% hits | AID 1515, 2009;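 active = inhibition above the campaign mean of all tested compounds plus 3 SD, cut at about 14% in these data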;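 note: plate controls were DMSO wells with RBBP9 for no effect and wells lacking RBBP9 protein for full effect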
Target sequence (O75884 whole entry, looked up): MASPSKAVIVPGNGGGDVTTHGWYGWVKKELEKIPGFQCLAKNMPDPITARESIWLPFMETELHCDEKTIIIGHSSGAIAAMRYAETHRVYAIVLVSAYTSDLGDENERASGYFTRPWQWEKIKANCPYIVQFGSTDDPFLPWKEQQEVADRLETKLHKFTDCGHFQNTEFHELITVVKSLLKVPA
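System: RBBP9 protein / Quantity: 2.5 µM RBBP9 dispensing solution, before mixing / Also added: Serine-hydrolase probe FP-Rh, 375 nM pre-mixing / Dosing: 7.94 µM single dose, 0.794% DMSO / Timing: enzyme-compound preincubation 30 min, then probe labeling 45 min, 25 °C / Signal: FP readout at 525/598 nm / Controls: DMSO-treated enzyme wells and wells lacking RBBP9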
BaF3 parental – parental Ba/F3 cell viability inhibition, counter-screen for JAK2V617F inhibitor project, murine pro-B, CellTiter-Glo luminescence; CellTiter-Glo ATP luminescence; AID 1486, 2009; inhibition, % at 5.6 µM; 220,000 compounds, 1.1% hits;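 active = inhibition above a per-campaign cutoff, the mean inhibition of all tested compounds plus 3 SD, cut at about 27% in these data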;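 note: 0% = DMSO wells and 100% = JAK Inhibitor I control wells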
NCF1 inh – p47phox/p22phox peptide binding inhibitors, primary screen, biochemical, uHTS, NADPH oxidase regulatory subunit; Neutrophil cytosol factor 1 (Homo sapiens), P14598; fluorescence polarization, 2 h; inhibition, % at 24.7 µM; 220,000 compounds, 0.53% hits; AID 1274, 2008;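 active = inhibition above about 30%, limit read from the data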;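 note: 0% = p47phox with labelled peptide and 100% = labelled peptide alone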
Target sequence (P14598 whole entry, looked up): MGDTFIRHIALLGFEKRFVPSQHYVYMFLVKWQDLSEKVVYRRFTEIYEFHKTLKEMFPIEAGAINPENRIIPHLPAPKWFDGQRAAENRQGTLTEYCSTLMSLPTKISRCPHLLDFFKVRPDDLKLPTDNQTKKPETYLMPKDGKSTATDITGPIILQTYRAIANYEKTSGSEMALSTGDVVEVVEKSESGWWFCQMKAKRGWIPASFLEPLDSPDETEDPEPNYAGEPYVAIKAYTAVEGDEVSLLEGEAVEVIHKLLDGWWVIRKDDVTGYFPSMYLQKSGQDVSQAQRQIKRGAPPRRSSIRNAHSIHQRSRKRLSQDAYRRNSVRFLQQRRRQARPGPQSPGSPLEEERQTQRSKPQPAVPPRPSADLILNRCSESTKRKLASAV
p97 ATPase inh – inhibitors of human p97 ATPase, primary screen, biochemical; Transitional endoplasmic reticulum ATPase (Homo sapiens), P55072; recombinant p97 ATPase, Kinase-Glo ATP luminescence, 3 h; inhibition, % at 8 µM; 220,000 compounds, 0.42% hits; AID 1481, 2009; in the data active = inhibition above about 15%;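 note: 0% = DMSO vehicle and 100% = wells lacking enzyme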
* marks the source's active call; other numbers are inactive results; . = no result given; & = joins results of further samples; [ ] = dose if it differs, or a comment.

structure	Furin inh	Ba/F3 V617F tox	Tb hexokinase	PPC-1+TRAIL kill	RBBP9 inh	NCF1 inh	EP2 antag	BaF3 parental	p97 ATPase inh
Cc1cc(C)c2nc(NNC(=O)c3ccc(S(=O)(=O)N4CCc5ccccc5C4)cc3)sc2c1	-14	-1	7	15	-6	-8	8	5	-5
CC(=O)N1CCc2cc(S(=O)(=O)Nc3ccccc3N3CCN(C)CC3)ccc21	1	-3	4	4	1	-8	10	8	2
Cc1ccc(CNC(=O)c2cc(-c3cc(C)cc(C)c3O)n[nH]2)cc1	-18	-3	-5	-10	-12	0	25	-1	4
O=C(NNc1cccc(Cl)c1)c1cccnc1Cl	-24	1	2	3	-1	-11	1	7	4
COc1ccc(OC)c2[nH]c(=O)c(CCNC(=O)c3ccc(S(=O)(=O)N4CCCC4)cc3)cc12	-15	2	-3	10	-6	-2	.	4	1
Cc1cccc(C2N(c3nccs3)C(=O)C3CCCN32)c1 (stereo not given)	-24	0	-10	2	-5	-8	8	0	-2
COc1ccc(-c2nc(N3CCOCC3)nc3n[nH]c(N)c23)cc1	-5	-3	-7	11	-2	-21	7	4	9
CCO[C@@H]1OC(C(=O)NCc2nc3ccccc3[nH]2)=C[C@H](c2cn(C(C)=O)c3ccccc23)[C@H]1CCCO	-1	4	-12	16	-7	-10	7	7	8
CCc1ccccc1NC(=S)NNC(=O)c1ccccc1Cl	-26	-1	8	4	1	-8	10	7	4
O=C(NCCC1=CCCCC1)C(=O)NCc1ccccc1	-10	-5	12	6	1	-5	9	2	3
Cc1ccc(-c2noc(CCCOc3ccc(Cl)cc3Cl)n2)cc1	-12[20 µM]	-2	8	-13	-8	-8	9	5	4
O=C(Nc1ccc(CN2CCOCC2)cc1)c1cc2ccccn2n1	-18	3	-3	49	0	2	13	1	-6
Cc1ccc2nc(C)cc(N/N=C/c3ccc(F)cc3)c2c1	-17	-1	-1	-11	-5	-17	7	8	-1
Cc1ccc2nc(NC(=O)c3ccc(Cn4cc(Cl)cn4)o3)sc2c1	-15[20 µM]	0	3	14	-9	-2	22&14	5	4
Cc1ccc2cc(CN(Cc3nnnn3Cc3ccco3)CC3CCCO3)c(=O)[nH]c2c1C (stereo not given)	-11	4	-8	10	-9	-15	11	7	0
CC(=O)C1=C(O)C(=O)N(c2ccc(S(=O)(=O)Nc3nccs3)cc2)C1c1ccc([N+](=O)[O-])cc1 (stereo not given)	-9	1	-17	11	0	3	6	4	3
CCN(CC)S(=O)(=O)c1cc(C(=O)N2CCc3ccccc32)ccc1Cl	-13[20 µM]	-2	2	18	0	-26	.	5	-2
Cn1nnnc1SCC(=O)N1CCN(c2ccccc2)CC1	-18	5	-2	17	-2	-7	11	3	-6
Cc1ccccc1CN1C[C@@H]2C[C@@H](c3cn[nH]c3-c3ccccc3)N3CCC[C@@]23C1=O	-9	2	-12	8	-13	-3	7	11	-1
O=C(CCC(=O)c1cccs1)OCc1nnc(-c2ccccc2)o1	-13	0	25	9	-2	-5	11	3	0
COc1ccc(CCNC(=O)c2cc(S(=O)(=O)N3CCC4(CC3)OCCO4)ccc2F)cc1OC	-25	-3	-3	2	-3	-4	6	3	0
CCC1CCCCN1Cc1nc2c(c(=O)n(C)c(=O)n2C)n1Cc1ccccc1 (stereo not given)	-17	-2	0	8	-7	-5	4	1	-3
CS(=O)(=O)N1CCn2c1nc1ccccc12	-26	-2	3	0	3	-5	7	4	9
COC(=O)/C(=C\c1ccc(O)cc1)c1nc2ccccc2[nH]1	-24	1	-12	-5	-4	-3	7	8	3
CN1CCN(c2nc3c(c(=O)n(C)c(=O)n3C)n2CCSc2nc3ccccc3s2)CC1	-22	-3	-2	11	1	1	9	4	8
COC(=O)C1=C(NC(=O)C2CCCCC2)CCS1	-13	-5	-17	13	3	-1	7	7	6
CCOC(=O)C1=C(C)N=C2SC=C(C)N2C1c1ccc(OC)cc1 (stereo not given)	-15	-2	-8	14	-8	12	18&15	6	5
Cc1onc(-c2ccccc2Cl)c1C(=O)OCC(=O)c1ccc2c(c1)OCCO2	-15	3	1	8	-11	-42	6	8	-3
C=CCC1S/C(=N/N=C/c2cccs2)NC1=O (stereo not given)	-11	5	-14	25	-18	4	11	-1	-6
N#CC1=C(S)N(c2ccccc2)C(c2ccc(-c3cccc(Cl)c3)o2)NC1=O (stereo not given)	-11	5	-15	-23	-6	-55	13	11	4
CSc1nc(-c2ccccc2)nc(N2CCOCC2)c1C(C)=O	-6	4	7	37	-3	-5	4	9	-6
OC1CCCN(Cc2nc(Cc3ccccc3Cl)no2)C1 (stereo not given)	-14	0	6	5	-5	-5	4	7	-1
O=C(NC1CCCc2c1cnn2-c1ccc(F)cc1F)c1ccccn1 (stereo not given)	-19	0	-1	.	8	4	45*	5	2
S=C(Nc1ccc(Cl)cc1)NC1CCCCC1	-16	-2	-5	19	-2	-16	15	-2	5
CCCCOc1ccc(NC(=O)Cn2c(=O)ccc3c(C)cc(C)nc32)cc1	-6	5	1	7	-3	-1	9	10	-3
COc1ccccc1/C=C(/C#N)C(=O)O	-8	0	-37	12	-5	-11	8	1	-1

One compound at a time (already shown). Order of screens: Furin inh, Ba/F3 V617F tox, Tb hexokinase, PPC-1+TRAIL kill, RBBP9 inh, NCF1 inh, EP2 antag, BaF3 parental, p97 ATPase inh
Results for COc1ccccc1/C=C(/C#N)C(=O)O = -8, 0, -37, 12, -5, -11, 8, 1, -1
Results for CSc1nc(-c2ccccc2)nc(N2CCOCC2)c1C(C)=O = -6, 4, 7, 37, -3, -5, 4, 9, -6

Following part.
structure	Furin inh	Ba/F3 V617F tox	Tb hexokinase	PPC-1+TRAIL kill	RBBP9 inh	NCF1 inh	EP2 antag	BaF3 parental	p97 ATPase inh
Cc1[nH]nc2c1/C(=N/O)CC(c1ccccc1)C2 (stereo not given)	-11[20 µM]	-2	-4	18	-12	-6	7	7	1
COc1ccccc1C(=O)N/N=C(\C)CC(=O)Nc1ccc(Cl)cn1	-8	2	-10	-15	1	-6	7	-5	2
Cc1cccc(Nc2nc(N)nc(CCl)n2)c1	-2	14	1	14	0	-12	9	-3	11
O=c1[nH]c(SCc2cccc(Cl)c2)nc2ccccc12	-37	0	-5	8	-5	2	9	3	0
COc1ccc(O[C@H]2C=C[C@@H](c3ccccc3)O[C@@H]2CO/N=C(\C)CCN2CCc3nc(-c4ccccc4)c(-c4ccccc4)cc3C2)cc1	-13	0	-8	11	-12	-41	.	4	0
COc1ccc(NS(=O)(=O)c2ccc(OC)c(NC(=O)CCC3CCCCC3)c2)cc1	-23	-4	-5	10	-6	-15	11	6	0
COc1ccc2cc3cc(C(=O)NCc4ccco4)oc3nc2c1	-56[20 µM]	-1	-42	5	-4	10	9	6	-3
COc1cccc(C(=O)NC(C)c2ccc(Br)cc2)c1 (stereo not given)	-13	3	1	-8	-9	6	0	6	-6
Cc1c(Cc2ccccc2)sc(/N=C/c2ccc3ccccc3c2)c1C(N)=O	-11	-3	-6	6	0	-49	1	2	4
Cc1ccc(C(=O)N/N=C/c2ccc(N3CCOCC3)cc2)c(C)c1	-9	1	-43	16	-12	16	3	1	-3
CC1(C)CNC(=O)C=C(c2ccccc2)C1	-16[20 µM]	-2	-24	11	1	-12	10	4	-5
CC(=O)c1c(C)[nH]c(C(=O)OCC(=O)N2c3ccccc3NC(=O)C2(C)C)c1C	-9	0	34	15	-1	1	7	7	3
Cc1c(C(=O)N2CCN(c3ccc(C(F)(F)F)cn3)CC2)oc2ccccc12	-15	-1	8	5	-8	-21	11	5	1
Cc1ccc(CSc2ccc3nnc(-c4cccnc4)n3n2)cc1	-17	-1	-1	27	-6	0	14	5	-1
COCCN=c1scc(-c2ccc3c(c2)NC(=O)CO3)n1/N=C(\C)c1ccc(O)cc1	-1	0	-35	-9	-2	2	4	-2	5
O=C(Nc1cccc2ccccc12)C12CC3CC(C1)CC(n1cnc([N+](=O)[O-])n1)(C3)C2	-12[20 µM]	-4	-3	4[5 µM]	-7	-12	24	3	1
N#CC1=C(N)N(c2ccc(F)cc2)C2=C(C1c1ccc(O)cc1)S(=O)(=O)CC2 (stereo not given)	-6	3	4	11	-14	-37	4	6	3
c1ccc(C(c2ccccc2)N2CCN(C(c3ccccn3)c3nnnn3C3CCCC3)CC2)cc1 (stereo not given)	-4	-3	-19	18	1	-3	3	0	3
CC(Sc1nnc(C(C)N(C)C)n1-c1ccc(Cl)cc1)C(=O)Nc1ccc2c(c1)OCO2 (stereo not given)	-20[20 µM]	-3	-7	6	3	4	13	1	0
CCOC(=O)C(C(=O)OCC)C1OC(=O)c2cc3c(cc21)C(=O)OC3C(C(=O)OCC)C(=O)OCC (stereo not given)	-3	3	-6	9	0	0	6	5	-3
O=C(Nc1ccccc1)c1ccc(Nc2c([N+](=O)[O-])cc([N+](=O)[O-])c3ccccc23)cc1	-17	-3	16	20	-12	-14	15	3	7
N#CC12COC3(CCCCC3C1(C#N)C#N)OC2=N (stereo not given)	-18	-3	-9	-2	-5	5	15	0	5
O=C1c2ccccc2C(=O)C1Cc1cccc2ccccc12	-25[20 µM]	-1	-4	-10	-2	3	5	6	2
Cc1c(/C=N/NC(=O)c2cccnc2)cc(C#N)n1C	-17	-3	-18	4	4	-5	9	4	4
CCOC(=O)N1CCN(S(=O)(=O)c2ccc(C(=O)NNc3nc4c(C)cc(C)cc4s3)cc2)CC1	-19	-5	-1	0	2	-7	13	-1	8
Cc1nc(N2CCN(C)CC2)c2c(C)c(C(=O)Nc3ccc(C)c(F)c3)sc2n1	-4[20 µM]	-5	-20	21	-11	-13	6	1	0
O=C(CN1CCOCC1)Nc1ccccc1-c1ccccc1	-10	0	1	-13	-4	-11	1	2	-4
COC(=O)CCn1nc(-c2ccc(C)cc2)c2ccccc2c1=O	-21	5	-8	14	-7	-7	3	10	-5
COc1cccc(-c2nnn(CC(C)=O)n2)c1	-7[20 µM]	-4	1	16	-9	7	17	3	3
C/C(=N\NC(=O)c1ccc(NS(=O)(=O)c2cccs2)cc1)c1ccccn1	-7	0	-34	25	-13	-19	16	-1	8
CC(=O)c1ccc(NC(=O)C2CCCN2S(=O)(=O)c2cccc3cccnc23)cc1 (stereo not given)	-12	1	7	5	6	-12	19	1	4
Cc1ccc(OCC(=O)NNC(=O)CSc2ncnc3sc(C)c(C)c23)cc1	-32	-1	-2	9	-2	0	14&11	3	5
O=C(NC1CCCCC1)C1CCN(S(=O)(=O)N2CCOCC2)CC1	3	-5	58*	10	-2	4	0	3	1
Cc1ccccc1OCCn1c(=O)sc2ccccc21	-13[20 µM]	5	2	6	-2	-7	2&8	8	-6

Only part of the results is shown, so the mix of outcomes need not match the whole.
